DENV2 CPE rescue – protects cells from dengue virus 2 cytopathic effect. DENV2-infected cells, cytopathic effect rescue, plate reader. CPE inhibition, % at 9.99 µM. 1.7% of 350,000 active. AID 651640; in the data active = CPE inhibition above about 20%, passing the limit was not always enough; inconclusive = no clear call, values can overlap the other calls; tested in BHK-21 cells;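 also: 0% = median of neutral control wells and 100% = median of positive control wells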
ERp5 block – ERp5 (human) disulfide isomerase inhibition; ERp5 insulin aggregation, absorbance 650 nm, 90 min; inhibition, % at 9.99 µM; 0.05% of 350,000 active; AID 651711;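 active = mean replicate inhibition above about 25%, with every replicate also reaching it, limit read from the data, passing the limit was not always enough; inconclusive = only one of those two criteria met; inactive = neither criterion met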
Target sequence (Q15084 whole entry, looked up): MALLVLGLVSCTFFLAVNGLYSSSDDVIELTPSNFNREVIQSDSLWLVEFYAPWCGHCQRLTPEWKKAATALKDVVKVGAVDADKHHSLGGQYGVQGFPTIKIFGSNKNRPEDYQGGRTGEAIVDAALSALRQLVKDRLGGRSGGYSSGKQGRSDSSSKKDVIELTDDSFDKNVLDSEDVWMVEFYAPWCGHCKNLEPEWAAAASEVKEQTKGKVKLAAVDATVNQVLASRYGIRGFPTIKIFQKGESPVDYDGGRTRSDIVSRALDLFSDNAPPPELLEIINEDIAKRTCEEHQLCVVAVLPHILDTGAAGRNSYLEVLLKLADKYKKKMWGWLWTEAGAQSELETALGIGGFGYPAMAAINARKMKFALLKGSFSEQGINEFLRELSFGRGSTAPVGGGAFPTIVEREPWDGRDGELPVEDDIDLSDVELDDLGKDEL
CFTR F508del cor – correctors of CFTR F508del function in bronchial epithelial cells. CFBE cells, YFP halide quenching; stimulated with forskolin plus potentiator P3; % fluorescence drop versus neutral controls. activity (quench increase), % at 7.58 µM. 0.36% of 350,000 active;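 active = mean added fluorescence quench of at least 8% versus neutral control, with both replicates also reaching 8%; inconclusive = only one of the mean or replicate conditions met; inactive = mean below 8% and not both replicates reaching 8%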;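 also: cells transiently co-express mutant CFTR-F508del with the halide-sensitive YFP; corrector assay measuring rescue of mutant channel to the surface after 24 h compound exposure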
SIRT5 inh – sirtuin-5 (human) deacylase inhibition | Q9NXA8 | Purified SirT5, succinyl-peptide AMC, trypsin-coupled fluorescence | inhibition, % at 15 µM | 1.1% of 330,000 active; in the data active = inhibition above about 15%; inconclusive = no clear call, values can overlap the other calls
Target sequence (Q9NXA8 whole entry, looked up): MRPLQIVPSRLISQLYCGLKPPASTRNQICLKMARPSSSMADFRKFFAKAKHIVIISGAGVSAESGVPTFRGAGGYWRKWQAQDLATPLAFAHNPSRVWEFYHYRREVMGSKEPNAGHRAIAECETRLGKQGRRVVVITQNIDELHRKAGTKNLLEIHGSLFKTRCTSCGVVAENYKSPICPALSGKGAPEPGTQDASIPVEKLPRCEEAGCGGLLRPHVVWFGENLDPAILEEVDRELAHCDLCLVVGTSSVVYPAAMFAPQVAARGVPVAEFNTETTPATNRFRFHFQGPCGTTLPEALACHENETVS
ERAP1 HTS inh – inhibitors of human ERAP1 aminopeptidase; Q9NZ08; recombinant ERAP1, Leu-AMC fluorescence, 60 min; inhibition, % at 10.7 µM; 0.15% of 340,000 active;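 active = mean replicate inhibition of at least 30%, or all replicates individually reaching that 30% level; inactive = mean below 30% and not every replicate reaching it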;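 also: 0% = neutral control wells and 100% = L-leucinethiol positive control wells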
Casp6 inh – blocks human caspase-6 cleavage activity | P55212 | purified caspase-6, Z-VEID-R110 cleavage fluorescence | 0.53% of 350,000 active | AID 686996 | inhibition, % at 12.5 µM;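 active = mean inhibition across replicates at least about 35%, with every replicate also reaching that limit, limit read from the data; inconclusive = only one of the two criteria met; inactive = neither criterion met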;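 also: 0% = median of neutral control wells and 100% = no fluorescence left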
Target sequence (P55212 24-179 limits assumed): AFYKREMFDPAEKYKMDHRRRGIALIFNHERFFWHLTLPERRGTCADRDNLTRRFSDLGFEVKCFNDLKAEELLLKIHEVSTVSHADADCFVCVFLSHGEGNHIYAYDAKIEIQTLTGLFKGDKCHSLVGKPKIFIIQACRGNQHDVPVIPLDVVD
Target sequence (P55212 194-293 limits assumed): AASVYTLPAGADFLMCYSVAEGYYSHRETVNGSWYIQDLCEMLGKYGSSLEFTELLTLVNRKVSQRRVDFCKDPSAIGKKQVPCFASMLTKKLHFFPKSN
miR122 inh – miR-122 inhibition in Huh7 cells; Huh7 miR-122 Renilla luciferase sensor, 48 h; neutral wells = 0, positive control = 100; activation (reporter increase), % at 12.5 µM; 0.3% of 340,000 active; AID 602342;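 active = mean replicate activation score at least 90 and every replicate individually at or above 90; inconclusive = only one of the two criteria met; inactive = neither criterion met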;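 also: higher luciferase means less miR-122 activity so hits act as miR-122 inhibitors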
* marks the source's active call; other numbers are inactive results; ? = inconclusive; nt = not tested or not shown; & = joins results of further samples; [ ] = dose if it differs, or a comment.

SMILES	DENV2 CPE rescue	ERp5 block	CFTR F508del cor	SIRT5 inh	ERAP1 HTS inh	Casp6 inh	miR122 inh
O=C(C1CCCN1S(=O)(=O)c1cccc2cccnc12)N1CCc2ccccc21 (configuration not stated)	-3	0	-1.7	nt	2	2	5
CN1c2ccc(-c3ccccc3)cc2[C@H]2[C@H](CCN2C(=O)CN2CCOCC2)[C@H]1CO	1	0	0.1	1	-1	-3	-1[16.7 µM]
CC(C)CCCCCCCCCCCCC(=O)NCC(=O)NC1C(C)OC(Nc2ncnc3nc[nH]c23)C(O)C1O (configuration not stated)	20	7	-3.4	nt	-6	0	1
C[C@@H]1CN([C@H](C)CO)C(=O)CCCn2cc(nn2)CO[C@H]1CN(C)Cc1ccc(-c2ccccc2)cc1	1	-7	-0.3	0	-2	-5	-1[16.7 µM]
CCCS(=O)(=O)c1nc(S(=O)(=O)c2ccc(C)cc2)c(NCCCN2CCCC2=O)s1	3	5	2.5	0	-4	0	0
COc1ccc(-c2c(Sc3ccccc3)c3cc(-c4ccc5c(c4)OCO5)ccc3n2C)cc1	13	-6	-0.5	-5	0	-3	nt
COc1ccccc1N1CCN(C(=O)c2ccc3[nH]c(C)c(C)c3c2)CC1	-4	-3	7.5	3	0	2	88
C[C@@H]1NC(=O)c2cc([N+](=O)[O-])cc(F)c2NCCC[C@@H](C(N)=O)NC(=O)[C@H](CC(N)=O)NC1=O	-34	-4	-3.4	nt	6	0	nt
COc1ccc(CN2C(=O)c3ccccc3C2c2nnnn2Cc2ccccc2)cc1 (configuration not stated)	-4	-1	3.2	0	nt	1	nt
CC1=C(C(=O)N2CCOCC2)CC(CC(=O)NC2CC2)C(=O)N1Cc1ccccc1 (configuration not stated)	4	-2	-5.1	-2	nt	-3	12
CC(C)(C)OC(=O)CNC(=O)c1[nH]cnc1C(=O)N[C@@H](Cc1ccccc1)C(=O)OC(C)(C)C	54*	0	-0.4	3	-1	-1	-4
CN1C(=O)c2cc(NC(=O)Nc3ccccc3F)ccc2OC[C@H]2O[C@@H](CC(=O)NCCc3ccncc3)CC[C@@H]21	0	3	-0.9	nt	nt	nt	0[16.7 µM]
Cc1[nH]c(=O)nc(NN=Cc2ccc(Cl)cc2)c1C(=O)Nc1ccc(Cl)cc1	-8	0	4.3	nt	4	-6	nt
O=C(NCCc1ccc(F)cc1)c1cccc(NC(=O)c2ccccc2)c1	-3	5	2.8	1	-4	0	-4
O=C(CC1CC1)Nc1ccc2c(c1)[C@@H]1C[C@H](CC(=O)N3CCCCC3)O[C@H](CO)[C@@H]1O2	-1	-3	1.7	3	0	0	-2[16.7 µM]
CCCCC(=O)Nc1nnc(S(=O)(=O)N2CCCCCC2)s1	13	3	-1.7	-4	1	0	0
CCOC(=O)c1ccc(NC(=O)COc2coc(CN3CCc4ccccc43)cc2=O)cc1	-3	6	-3.5	3	-3	7	nt
O=Cc1cn(CCOc2ccccc2)c2ccccc12	?	2	-0.8	0	1	-1	-2
Cc1ccc(Nc2ncnc3nc[nH]c23)cc1Cl	4	2	-3.3	-4	-1	-1	1
CC1CCCCN1CC(=O)Nc1ccc2c(c1)OC(F)(F)O2 (configuration not stated)	-4	-3	2.8	2	3	1	nt
C[C@@H]1CN([C@H](C)CO)C(=O)c2cc(NC(=O)CCC(F)(F)F)ccc2O[C@@H](C)CCCCO[C@@H]1CN(C)S(C)(=O)=O	?	-10	0.4	2	-1	-1	-4[16.7 µM]
COc1ccc(OCC(=O)NNC(=O)Cn2c(=O)cnc3ccccc32)cc1	8	-5	0.7	0	2	-2	-4
CC(=O)Nc1ccccc1Oc1ccccc1	3	4	-0.4	-1	0	0	-4
CCCNC(=O)N1C[C@@H]2[C@H](c3ccccc31)[C@@H](CO)N2C(=O)NCCC	?	0	-0.4	8	3	-2	-11[16.7 µM]
CN(C)CCCNCC(=O)c1c(-c2ccccc2)n(C)c2ccccc12	2	2	5.2	-5	5	-107	-6
C=CCN1CCS(=O)(=O)N(Cc2ccccc2)[C@@H](C(C)C)C1=O	-2	-3	-4.3	-1	-1	-2	3
COc1ccccc1C#Cc1ccc2c(c1)O[C@H](CN(C)C(C)=O)[C@H](C)CN([C@H](C)CO)S2(=O)=O	14	-1	-2.5	-25	1	5	-8[16.7 µM]
COC(=O)C1=C(C)N(Cc2ccc(Br)cc2)C(=S)NC1c1ccc(F)cc1 (configuration not stated)	-7	-1	1.5	4	-3	-2	nt
CCC(=O)N(C)C[C@@H]1Oc2cc(-c3ccccc3C)ccc2S(=O)(=O)N([C@@H](C)CO)C[C@@H]1C	10	7	-2.3	-4	-3	1	-2[16.7 µM]
CN(C)c1ccc(/C=N\Nc2ccccn2)cc1	-10	1	-8.5	-1	-1	-1	2
O=C(NNC(=O)C12CC3CC(CC(C3)C1)C2)c1ccncc1	4	0	-2.3	-1	2	-4	-5
C[C@H]1CCCCO[C@H](CN(C)Cc2ccc3c(c2)OCO3)[C@@H](C)CN([C@@H](C)CO)C(=O)c2cc(N(C)C)ccc2O1	-18	1	1.0	1	0	-1	11[16.7 µM]
CC12C=CC(=O)C=C1CCC1C2C(=O)CC2(C)C1CCC2(O)C(=O)CO (configuration not stated)	4	7	3.2	-7	0	-3	1
CCCNC(=O)C[C@H]1CC[C@H]2[C@@H](COC[C@@H](O)CN2C(=O)Nc2ccc3c(c2)OCO3)O1	-3	4	3.1	-2	1	0	0[16.7 µM]
Cc1ccccc1C(=O)Nc1ccc2c(c1)OCCO2	-4	1	1.1	-4	1	19	-3
O=C(NCCS(=O)(=O)N1CCCCC1)c1ccc2c(c1)OCO2	-6	-4	-0.4	0	-4	2	2
O=C(COC(=O)C1CC1)Nc1ccc(Cl)cn1	4	-8	-16	-3	1	3	2
CC(C)NC(=O)Nc1ccc2c(c1)C(=O)N([C@H](C)CO)C[C@@H](C)[C@@H](CN(C)Cc1ccc3c(c1)OCO3)O2	-2	0	2.1	0	-1	0	-6[16.7 µM]
Cc1nc(N(C)C2CCCCC2)c2nnn(Cc3ccc(F)cc3)c2n1	-6	1	-1.2	-1	2	0	0
COc1ccc(CN(C)C[C@H]2OCCCC[C@@H](C)Oc3ccc(NC(=O)Nc4cccc5ccccc45)cc3C(=O)N([C@@H](C)CO)C[C@H]2C)cc1	-3	1	-1.0	0	-2	-5	2[16.7 µM]
Cc1nnc(SCC(=O)Nc2cccc(S(N)(=O)=O)c2)n1-c1ccccc1	-1	2	-0.5	-2	2	-2	-3
COc1ccccc1-c1ccc2c(c1)[C@@H]1[C@@H](CCN1C(=O)C1CCOCC1)[C@H](CO)N2	-4	0	1.9	2	0	0	-5[16.7 µM]
Cc1cc(Cl)ccc1C(=O)C1CCCN(C(=O)c2ccoc2)C1 (configuration not stated)	3	5	-1.9	-1	-1	nt	-6
Cn1cccc1Cc1nnc(SCC(=O)Nc2ccc3c(c2)OCCO3)n1-c1ccc(F)cc1	8	-1	-0.4	nt	nt	0	-4
CC(C)NC(=O)N(C)C[C@H]1Oc2cc(-c3ccccc3F)ccc2S(=O)(=O)N([C@H](C)CO)C[C@@H]1C	10	-3	2.4	2	-3	6	14[16.7 µM]
O=C1c2ccccc2C(Nc2ccc(F)c(Cl)c2)N1c1ccccn1 (configuration not stated)	-5	3	0.9	-5	4	1	3
CCN(CC(=O)Nc1ccc(Br)cc1F)CC(=O)NC1CCS(=O)(=O)C1 (configuration not stated)	-2	-2	4.5	-2	2	4	2
O=C(CC1CCCC1)N[C@H](C(=O)N1CCC[C@H]1C(=O)NCc1ccccc1)c1ccccc1	1	3	-1.6	2	0	2	nt
CSc1ccc(C(=O)C2CCCN(Cc3cccn3-c3cccnc3)C2)cc1 (configuration not stated)	1	8	2.9	-1	3	1	-2
CCCCOC(=O)Nc1ccc(S(=O)(=O)Nc2onc(C)c2C)cc1	2	6	0.3	5	-1	2	-1
C/C(CC(=O)NC1CCCCC1)=N\NC(=O)c1ccc(Br)cc1	7	7	-0.8	-4	-1	1	0
C[C@H]1[C@H](c2ccccc2)Oc2cccc(NCCc3ccccc3)c2S(=O)(=O)N1Cc1cccc(F)c1	-5	5	-0.3	1	-2	-6	nt
COc1ccc(/C(N)=N/OC(=O)C2CCCCC2)cc1OC	-7	0	-0.8	-2	0	2	nt
Cc1sc(NC(=O)c2ccco2)c(CN2CCN(c3ccc(F)cc3)CC2)c1C	nt	-3	nt	-7	0	-2	-9
C=CCn1c(CSc2nnc(-c3ccccc3)n2C)n[nH]c1=S	-6	5	-1.2	-1	1	-4	21
C[C@@H]1CN([C@H](C)CO)C(=O)c2cc(NC(=O)CCN3CCOCC3)ccc2O[C@@H]1CN(C)Cc1ccncc1	9	-4	-2.8	-7	-2	-5	5[16.7 µM]
COc1ccc([N+](=O)[O-])cc1N(CC(O)CN1CCCCC1)S(=O)(=O)c1ccccc1 (configuration not stated)	-6	-1	-1.4	8	-3	-11	nt
COc1ccc(N2CC(C(=O)N[C@@H](C)C(=O)NC3CCCC3)CC2=O)cc1 (some centres not stated)	-1	10	1.0	0	1	1	2
COc1ccc(NC(=O)N2CCN(c3nc4ccccc4n3C(C)C)CC2)cc1	0	-1	-0.4	-1	3	0	nt
O=C(C[C@H]1CC[C@@H](NS(=O)(=O)c2ccc(F)cc2)[C@H](CO)O1)N1CCC(Cc2ccccc2)CC1	-3	0	1.6	1	-3	-3	nt

An excerpt of these results, with values ahead of the structure:
DENV2 CPE rescue,ERp5 block,CFTR F508del cor,SIRT5 inh,ERAP1 HTS inh,Casp6 inh,miR122 inh,Molecule
2,6,0.3,5,-1,2,-1,CCCCOC(=O)Nc1ccc(S(=O)(=O)Nc2onc(C)c2C)cc1
7,7,-0.8,-4,-1,1,0,C/C(CC(=O)NC1CCCCC1)=N\NC(=O)c1ccc(Br)cc1
-5,5,-0.3,1,-2,-6,nt,C[C@H]1[C@H](c2ccccc2)Oc2cccc(NCCc3ccccc3)c2S(=O)(=O)N1Cc1cccc(F)c1

Other structures follow.
SMILES	DENV2 CPE rescue	ERp5 block	CFTR F508del cor	SIRT5 inh	ERAP1 HTS inh	Casp6 inh	miR122 inh
CCc1ccc(NC(=O)N[C@H](C(=O)O)C(C)CC)cc1 (some centres not stated)	8	9	-1.9	4	-2	-2	-7
Cc1cc2oc(=O)cc(CN3CCOCC3)c2cc1O	-1	0	-1.1	-6	2	-5	nt
COc1ccc2c3c(n(C)c2c1)[C@H](CO)N(Cc1ccccc1F)CC31CCN(C(=O)C2CCOCC2)CC1	-13	8	-2.9	4	-2	-1	nt
Cc1ccc(C(=O)/C=C/C(=O)c2ccc(C)cc2)cc1	1	1	-0.8	-4	11	3	nt
Cc1cccc(-c2nnnn2-c2cccc(C)c2)c1	-1	-5	1.5	-3	0	-2	nt
COc1ccc(C(=O)CC2OC(=O)c3ccccc32)cc1OC (configuration not stated)	nt	3	nt	1	-9	7	4
CCO[C@@H]1OC(C(=O)Nc2ccccc2)=C[C@H](c2ccc(Br)cc2)[C@H]1CCCO	-10&-1	1&-2	-0.2&0.6	-5&-1	-1&1	-1&-2	-4
COc1ccccc1NC(=O)c1ccc(NC(=O)CSc2ncccn2)cc1	5	8	0.6	4	1	-1	nt
C=CCNc1ncnc2c1ncn2[C@H]1CN(Cc2ccco2)C[C@@H](CO)O1	?	1	-3.3	nt	-2	-1	-3
Cc1noc(C)c1S(=O)(=O)Nc1ccc2c(c1)CC(=O)N([C@H](C)CO)C[C@@H](C)[C@H](CN(C)Cc1ccc(Oc3ccccc3)cc1)O2	4	nt	-1.9	nt	nt	nt	-3[16.7 µM]
COc1ccc(C)cc1-n1nc2ccccc2n1	-2	3	-0.9	1	-1	0	-7
CCc1cccc(CC)c1NC(=S)Nc1cccc(Cl)c1Cl	-1	5	1.7	8	nt	-1	nt
Cc1ccccc1S(=O)(=O)N[C@@H]1CC[C@@H](CCn2cc(Cc3ccccc3)nn2)O[C@@H]1CO	-1	5	-6.5	2	0	-1	nt
CCCN(CC(=O)Nc1cc(Cl)ccc1Cl)C(=O)c1ccc(N2CCCC2=O)cc1	-1	-2	0.4	6	1	5	9
Cc1ccc(C(=O)NCc2ccccn2)cc1S(=O)(=O)N1CCCCC1	-1	-4	-0.6	0	2	-1	-2
CC(O/N=C(\N)c1ccccc1)C(=O)Nc1cccc(C(F)(F)F)c1 (configuration not stated)	-1	-4	0.0	0	-8	-1	-4

From PubChem BioAssay
